Compound activity as filed in PubChem.
TSHR antag: blocks TSH signaling through the human TSH receptor; TSHR-expressing cells, TSH-stimulated cAMP HTRF, 2 h; hits give low values; activity change, negative = inhibition, % at 11.5 µM; 330,000 compounds, 0.2% hits; AID 504810;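 active = activity change below a set negative limit, meaning inhibition stronger than a set level, cut at about -70% in these data; inconclusive = activity change between two set negative limits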; note: % is set by controls: 0 for no effect and ±100 for the full control effect
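TSHR-expressing cells were treated with compounds, then stimulated with TSH at EC80 (4nM final) for 2 hours at 37 deg C. Cellular cAMP was measured by HTRF competition between lysate cAMP and cAMP-d2 for a cryptate-labelled anti-cAMP antibody.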
USP2a inh: inhibitors of human ubiquitin-specific protease USP2a; O75604; USP2 core, Ub-CHOP2 coupled fluorogenic reporter, 485/531; Potency, µM (top dose mostly 38.3 µM), inactives show at the highest dose activity change, negative = inhibition, actives largely listed as inhibitors; 330,000 compounds, 0.01% hits;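 note: potency is the fitted concentration of half-maximal effect; plate controls were DMSO wells for no effect and full inhibition by NEM control for full effect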
Target sequence (O75604 whole entry, looked up): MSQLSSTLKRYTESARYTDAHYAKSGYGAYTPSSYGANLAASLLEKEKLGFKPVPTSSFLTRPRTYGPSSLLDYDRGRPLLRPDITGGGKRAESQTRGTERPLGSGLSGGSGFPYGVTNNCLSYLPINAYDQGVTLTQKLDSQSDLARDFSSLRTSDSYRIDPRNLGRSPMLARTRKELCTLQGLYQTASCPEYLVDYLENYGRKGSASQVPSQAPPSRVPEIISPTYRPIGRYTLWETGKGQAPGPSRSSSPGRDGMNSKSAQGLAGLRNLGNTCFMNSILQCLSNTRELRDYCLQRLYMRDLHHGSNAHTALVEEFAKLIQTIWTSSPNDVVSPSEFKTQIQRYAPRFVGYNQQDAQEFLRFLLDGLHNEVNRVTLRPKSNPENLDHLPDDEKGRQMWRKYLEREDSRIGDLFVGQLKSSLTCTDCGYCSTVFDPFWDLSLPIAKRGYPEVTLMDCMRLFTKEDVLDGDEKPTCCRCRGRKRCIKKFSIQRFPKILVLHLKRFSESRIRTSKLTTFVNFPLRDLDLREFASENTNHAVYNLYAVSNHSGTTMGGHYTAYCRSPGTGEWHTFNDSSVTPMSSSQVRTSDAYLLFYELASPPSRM
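Cell-free coupled assay: 10nM USP2 core preincubated 30min RT with compound in Tris-HCl pH 8.0/CaCl2/CHAPS buffer, then 25nM Ub-CHOP2 and 25nM reporter substrate; fluorescence (Ex 485/Em 531) read after 60min RT, normalized to NEM inhibition, concentration-response curves fitted.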
TSG101-PTAP inh: blocks PTAP/TSG101 interaction to inhibit HIV-1 budding; Q99816; Fluorescence polarization, FITC-PTAP peptide / Tsg101 binding; Potency, µM (top dose mostly 115 µM), for inactives: top-dose activity change, negative = inhibition, hits mostly inhibitors; 340,000 tested, under 10 active; AID 493005; active = well fitted inhibition curve with a large enough effect in the main read-out, with a control signal flat, not every such curve was filed as active; inconclusive = small, poorly fitted or top-dose-only effect, or effect the other way, or a change in a side signal; inactive = no such curve, though single readings can be large or run the other way; note: potency is the fitted concentration of half-maximal effect; % of control where 0% means no effect
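FP read-out: FITC-PTAP peptide, 50 nM final, binding Tsg101 binding domain, 10 uM final; 20 min, r.t.; 10 mM HEPES pH 7.5, 0.15 M NaCl, 0.01% Tween 20, 3 mM EDTA, 0.1 mM TCEP.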
B2AR arrestin: beta2AR (human) beta-arrestin recruitment activity | P07550 | beta-arrestin recruitment to beta2AR, cell-based reporter | Potency, µM (doses to about 46.1 µM), for inactives: top-dose activation, actives largely listed as activators | 330,000 compounds, 0.02% hits | AID 492947;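 note: potency is the fitted concentration of half-maximal effect; 0% = DMSO controls and full agonism = EC100 isoproterenol or metaproterenol; nearly all actives have a fitted effect of over 65% in size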
Target sequence (P07550 whole entry, looked up): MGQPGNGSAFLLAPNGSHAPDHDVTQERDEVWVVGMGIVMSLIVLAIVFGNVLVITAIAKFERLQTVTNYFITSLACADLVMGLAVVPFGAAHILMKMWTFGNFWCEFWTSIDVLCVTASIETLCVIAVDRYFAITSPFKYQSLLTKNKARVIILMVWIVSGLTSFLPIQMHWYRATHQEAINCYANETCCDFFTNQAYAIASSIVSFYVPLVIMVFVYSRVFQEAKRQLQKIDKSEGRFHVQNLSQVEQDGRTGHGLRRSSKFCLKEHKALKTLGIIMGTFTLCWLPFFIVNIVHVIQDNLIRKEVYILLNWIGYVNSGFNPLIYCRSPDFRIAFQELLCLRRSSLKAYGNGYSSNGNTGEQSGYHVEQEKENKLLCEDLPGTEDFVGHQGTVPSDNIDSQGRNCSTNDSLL
ELG1 DNA repair: blocks ELG1-dependent DNA repair in HEK293T cells. Potency, µM (highest dose often 46.1 µM), for the others: at the top dose activity change, negative = inhibition, hits mostly inhibitors. 330,000 compounds, 2.3% hits. HEK293T ELG1-luciferase reporter, luminescence, 16 h; DNA damage induced by 5-fluorouridine. AID 504467; note: potency is the fitted concentration of half-maximal effect; % is set by controls: 0 for no effect and ±100 for the full control effect; nearly all actives have a fitted effect of over 55% in size
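5-Fluorouridine DNA damage + compound/DMSO, 2,000 cells/well, 16 h, 37 °C/5% CO2. ONE-Glo, 30 min RT, luminescence. Readout = decrease in reporter signal.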
Tb PFK inh: inhibitors of T. brucei phosphofructokinase. O15648. T. brucei PFK, ADP-Glo luminescence. Potency, µM (doses to about 57.5 µM), without a hit: at the top dose activity, negative = inhibition, hits mostly inhibitors. 330,000 compounds, 0.17% hits;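 note: potency is the fitted concentration of half-maximal effect; 0% = uninhibited 1x PFK enzyme wells and -100% = no-enzyme wells; nearly all actives have a fitted effect of over 60% in size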
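Luminescent ADP detection (ADP-Glo, two-step: ATP depletion then ADP-to-ATP conversion for luciferase) reported PFK activity after 45 min room-temperature reaction of 1.25 nM enzyme with 0.5 mM F6P and 0.1 mM ATP at pH 8.0.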
Mito fusion yeast: inhibitors of mitochondrial division or activators of mitochondrial fusion; S. cerevisiae fusion-defective mutant growth rescue, CellTiterGlo 48 h; Potency, µM (top dose mostly 46.1 µM), without a hit: at the highest dose growth rescue (activation), usual class: activators; 320,000 compounds, 0.23% hits;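 note: potency is the fitted concentration of half-maximal effect; % of control where 0% means no effect; nearly all actives have a fitted effect of over 45% in size; temperature-sensitive fusion mutants such as fzo1-1 at 37 °C on non-fermentable ethanol glycerol medium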
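Read-out: ATP-based luminescence (CellTiterGlo, 10 min ambient) reporting growth of fusion-defective ts yeast after 48 hours at 37C on glycerol/ethanol YPEG medium in the presence of compound.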
TCR act: T cell receptor activation; primary human leukocytes, anti-CD3, IL-2 HTRF, 48 h; Potency, µM (titrated, usually from 9.22 µM), without a hit: at the highest dose activation of IL-2 secretion, usual class: activators; 330,000 tested, under 10 active; AID 504894; note: % of control where 0% means no effect
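HTRF read-out of IL-2 secretion: europium cryptate donor excited at 320nm, d2 acceptor emission at 665nm. Cells were primary human leukocytes incubated 48 hr with compounds and a-CD3 beads, supplying TCR signal only.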
uPA surface inh: blocks generation of uPA at the cell surface. cell surface uPA generation assay, qHTS. Potency, µM (titrated, usually from 38.3 µM), inactives show at the highest dose activity change, negative = inhibition, most hits filed as inhibitors. 330,000 compounds, 0.31% hits; active = well fitted inhibition curve with a large enough effect; inconclusive = small, poorly fitted or top-dose-only effect; inactive = no such curve, though single readings can be large or run the other way; tested in mouse RAW 264.7 cells; note: potency is the fitted concentration of half-maximal effect; % is set by controls: 0 for no effect and ±100 for the full control effect; nearly all actives have a fitted effect of over 55% in size
Eya2 phos inh: inhibitors of human Eya2 phosphatase activity | O00167 | recombinant Eya2, OMFP fluorescence dephosphorylation (OMFP is methylfluorescein phosphate) | Potency, µM (titrated, usually from 76.9 µM), for inactives: at the top dose activity, negative = inhibition, usual class: inhibitors | 330,000 compounds, 0.006% hits; note: potency is the fitted concentration of half-maximal effect; % is set by controls: 0 for no effect and ±100 for the full control effect
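Eya2 protein (added as 0.2 uM solution) was preincubated with compound for 10 min at ambient temperature in 50 mM HEPES pH 7.5, 50 mM NaCl, 5 uM MgCl2, 0.05% BSA, 1 mM DTT. OMFP (added at 50 uM) then reacted 10 min; fluorescence read at 485/525 nm.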
Chronic BCR inh: chronic active BCR signaling inhibition; AID 493014; ABC-DLBCL IkBa-CBG/CBR reporter, luminescence ratio, 4 h; 340,000 compounds, 0.05% hits; Potency, µM (series often up to 46.1 µM), without a hit: top-dose ratio change, negative = lower green/red ratio, hits mostly inhibitors; active = well fitted inhibition curve with a large enough effect in the signal ratio, with a control signal flat, not every such curve was filed as active; inconclusive = small, poorly fitted or top-dose-only effect, or effect the other way, or a change in a side signal; the % refers to the signal ratio;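 note: potency is the fitted concentration of half-maximal effect; plate controls were basal doxycycline-induced cells for no effect and cells given 10 µM MG132 for full effect; MG132 reads +100%, hits lower the ratio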
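TMD8 ABC-DLBCL cells carrying doxycycline-inducible green luciferase fused to IkappaBalpha plus unfused red luciferase were exposed to compounds (up to 46 uM) for 4 hrs at 37C. Activity came from the overlap-corrected green/red luminescence ratio.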
An asterisk follows results filed as active; u = inconclusive; x = no result given; [ ] = remark or other dose. Unless noted, calls come from the whole dose curve; as a rule, active = well fitted curve in the direction sought with a large enough effect; inconclusive = small, poorly fitted or top-dose-only effect, or another doubt; inactive = no such curve, though single readings can be large; an effect the other way counts as inactive or inconclusive. Hits appear at their usual frequency. About 3% of those tested had a hit in this group.

no.	SMILES	TSHR antag	USP2a inh	TSG101-PTAP inh	B2AR arrestin	ELG1 DNA repair	Tb PFK inh	Mito fusion yeast	TCR act	uPA surface inh	Eya2 phos inh	Chronic BCR inh
1	CCCCN1CC(COCc2ccccc2)Oc2ccccc2S1(=O)=O (configuration not stated)	-13	-3%	-8%	-0.3%	-21%	1%	x	-4%[46.1 µM]	-10%	-5%	0%
2	COc1ccc(NC(=O)C2CC(c3ccc(Cl)cc3)=NO2)cc1OC (configuration not stated)	3	0%	-4%	0.2%	-14%	2%	-2%	-1%	-4%	-4%	3%
3	CSc1ccccc1NC(=O)COC(=O)c1cnc(C)cn1	x	4%	-7%	-2.3%	11%	10%	x	3%	3%	4%	1%
4	CN1CCN(CC(=O)Nc2ccccc2Oc2ccccc2)CC1	0	0%	-1%	-0.2%	0%	-3%	3%	-2%	-4%	-17%	6%
5	C=CCSc1nc(C)c(CCC(C)C)c(=O)[nH]1	-9	4%	-1%	0.1%	0%	-2%	-5%	-2%	7%	4%	u
6	CCC(CC)COC(=O)C(C#N)c1nc2ccccc2nc1N1CCOCC1 (configuration not stated)	22	1%	-4%	-0.8%	u	2%	12%	4%	-1%	-19%	8%
7	Cc1cccc(CCNS(=O)(=O)c2cnc[nH]2)c1	-5	0%	1%	-0.5%	8%	-1%	-3%	-3%	4%	-9%	-7%
8	O=C(NCCN1CCOCC1)C1CC(=O)N(c2ccc(F)cc2)C1 (configuration not stated)	-11	-1%	-6%	-0.2%	2%	-2%	-1%	-69%	-6%	2%	-2%
9	CN(CC(=O)Nc1ccc(N2CCOCC2)cc1)C(=O)C1CCCC1	24	1%	0%	0.1%	1%	-1%	-3%	4%	4%	5%	-2%
10	Cn1c(=O)[nH]c(=O)c2c1nc(N/N=C/c1cccnc1)n2Cc1ccc(Cl)cc1	-7	1%	-4%	-0.5%	0%	0%	-2%	-3%	-2%	0%	u
11	CC(C)n1cc(CN2CCC(Oc3ccc(C(=O)N4CCCCC4)cc3)CC2)cn1	7	0%	x	0.2%	2%	-3%	-4%	0%	-12%	-12%	1%
12	S=C(NC1CCCCC1)N1CCn2cccc2C1c1cccnc1 (configuration not stated)	13	0%	-2%	0.1%	-23%	2%	0%	-1%	1%	-17%	-4%
13	COc1ccccc1NC(=O)c1cc(S(=O)(=O)N2CCCC2)cn1C	-5	1%	-8%	-0.4%	1%	0%	-3%	2%	3%	6%	2%
14	CCOC(=O)C1CCN(Cc2nc3ccc(Cl)cc3n2CCO)CC1	18	3%	-7%	-0.5%	-5%	-9%	0%	-4%	1%	3%	0%
15	Cc1ccc(C(=O)N/C(=C\c2ccc(-c3ccccc3[N+](=O)[O-])o2)C(=O)NCCCN2CCOCC2)cc1	-13	0%	-2%	0.0%	-20%	0%	-5%	3%	-13%	-1%	-1%
16	O=C(Nc1ccccc1Cl)Nc1cccc2cccnc12	-14	-3%	-2%	0.1%	u	-5%	5%	-11%	-25%	-2%	u
17	COc1ccc(CC(=O)NCc2nnc(SCc3ccc(C)cc3)n2C)cc1	9	3%	-6%	-0.9%	u	-1%	x	2%[46.1 µM]	-5%	-4%	-4%
18	O=C(CSc1nnc(CNc2ccc(F)cc2)n1Cc1ccco1)N1CCOCC1	18	0%	-7%	-0.2%	19%	-4%	-3%	x	1%	-4%	-7%
19	O=C(Cc1c(O)c2ccccc2[nH]c1=O)NC1CCCCCC1	5	0%	-7%	-0.2%	12%	4%	1%	-10%	12%	14%	u
20	COc1ccc(C(=O)Nc2ccc3c(c2)nc(CCNC(C)=O)n3C)cc1	-2	1%	0%	0.6%	u	3%	-1%	-5%	x	20%	u
21	CC(C)OC(=O)c1ccc(COC(=O)CNC(=O)c2ccco2)cc1	-7	2%	1%	-0.5%	u	0%	3%	2%	1%	-12%	0%
22	CC(=O)Nc1ccccc1-c1nnn(CC(=O)Nc2ccc3c(c2)OCCO3)n1	-19	-1%	-5%	0.1%	11%	-2%	-29%	-10%	-2%	-8%	-2%
23	COc1c(C(=O)NNC(=O)c2ccccc2Cl)csc1Br	2	0%	1%	-1.2%	u	9%	-1%	-10%	-13%	-12%	u
24	COc1cccc(C(=O)NNC(=O)C(=O)Nc2ccc(C)cc2)c1	-12	1%	-3%	0.2%	12%	6%	25%	8%	0%	-2%	u
25	N#Cc1nnn(-c2cc(Cl)cc(Cl)c2)c1N	2	3%	1%	-0.4%	-8%	-1%	-5%	0%	-10%	-28%	2%

(continued)
no.	SMILES	TSHR antag	USP2a inh	TSG101-PTAP inh	B2AR arrestin	ELG1 DNA repair	Tb PFK inh	Mito fusion yeast	TCR act	uPA surface inh	Eya2 phos inh	Chronic BCR inh
26	OCCC1CN(C/C(Cl)=C/c2ccccc2)CCN1C1CCCC1 (configuration not stated)	5	0%	-1%	4.6%	0%	-2%	2%	2%	1%	7%	-8%
27	CCOC(=O)c1c(NC(=O)CCN2CCOCC2)sc2c1CC(C)(C)OC2	13	3%	-5%	-0.2%	u	1%	-5%	-7%	3%	15%	u
28	COc1ccccc1N1CCN(C(=O)C(NS(=O)(=O)c2cccs2)c2ccccc2)CC1 (configuration not stated)	8	3%	-3%	-0.2%	-27%	0%	-6%	-2%	x	4%	8%
29	O=C(CCN1CCN(c2ccccc2)CC1)N/N=C/c1ccc(O)c(O)c1O	-5	2%	-15%	-0.1%	-5%	-28%	-3%	3%	15%	3%	5%
30	O=C(CN1C(=O)S/C(=C\c2ccccc2Cl)C1=O)NCCCn1ccnc1	1	1%	-2%	0.1%	u	-2%	4µM*	0%	4%	-9%	u
31	C[C@@H]1CN([C@@H](C)CO)C(=O)c2cccc(NC(=O)C3CCOCC3)c2O[C@H]1CN(C)S(=O)(=O)c1ccc(Cl)cc1	-14	3%	-1%	0.0%	u	-2%	x	-11%	6%	-3%	-1%
32	COC(=O)Cc1c(C)c2ccc(OCC(=O)N(C)C3CCS(=O)(=O)C3)cc2oc1=O (configuration not stated)	19	1%	-6%	1.3%	13%	-4%	-6%	3%	0%	3%	3%
33	C#CCOCCOCCOCCNc1nc(N2CCN(C(=O)[C@H](CCCCN)n3cc(CN)nn3)CC2)nc(N2CCN(C(=O)[C@H](CCC(=O)O)n3cc([C@@H](N)CCCCN)nn3)CC2)n1	-7	1%	x	-0.1%	14%	0%	x	-9%	11%	-7%	4%
34	CCS(=O)(=O)N1N=C(c2cccc(NS(C)(=O)=O)c2)CC1c1cccs1 (configuration not stated)	-8	1%	1%	-1.9%	24%	-7%	1%	-10%	-4%	0%	3%
35	Cc1ccc(N2CC(C(=O)NCc3n[nH]c(=O)c4ccccc34)CC2=O)cc1C (configuration not stated)	9	1%	1%	0.1%	2%	-1%	3%	2%	13%	1%	x
36	C#CCOc1c(Cl)cc(/C=C2/C(=O)ON=C2C)cc1OC	-3	1%	-3%	-0.4%	14%	-4%	8%	3%	1%	1%	4%
37	NC(=O)c1ccc(CN2CCC(Cc3ccccc3)CC2)cc1	-3	-1%	-4%	-0.2%	1%	4%	-3%	-3%	-1%	11%	-2%
38	Cc1ccccc1NC(=O)CN(c1ccc(F)cc1)S(C)(=O)=O	-9	3%	-2%	-0.4%	8%	-9%	1%	-3%	-6%	0%	-2%
39	Cc1ccc(N=C2NC(=O)CC(C(=O)Nc3ccc4c(c3)OCO4)S2)cc1 (configuration not stated)	-2	-1%	1%	0.0%	-3%	-7%	9%	0%	-1%	-2%	-3%
40	Cc1cc(NC(=O)CSc2nnc(-c3c[nH]c4ccccc34)n2C)no1	4	1%	-2%	0.2%	4%	1%	-3%	12%	12%	-1%	-13%
